FXIIa mix inh: factor XIIa (human) inhibition, mixture screen | purified FXIIa, fluorogenic substrate, pooled mixtures | inhibition, % at 5 µM | 62,000 tested, 0.2% active;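 note: 0% = enzyme without compound and 100% = no enzyme blank; some results filed as inactive read as strong as hits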
5HT1a ag: 5-HT1a (human) receptor agonism | CHO 5-HT1a Ga15 NFAT-bla reporter, FRET ratio; 0% basal, 100% maximal reference agonist | activation, % at 10 µM | 65,000 tested, 0.56% active | AID 567 | P08908;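 active = activation above the screen-wide mean activation plus 3 SD, cut at about 19% in these data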;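 note: 0% = DMSO wells and 100% = 5-CT at EC100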
Target sequence (P08908 whole entry, looked up): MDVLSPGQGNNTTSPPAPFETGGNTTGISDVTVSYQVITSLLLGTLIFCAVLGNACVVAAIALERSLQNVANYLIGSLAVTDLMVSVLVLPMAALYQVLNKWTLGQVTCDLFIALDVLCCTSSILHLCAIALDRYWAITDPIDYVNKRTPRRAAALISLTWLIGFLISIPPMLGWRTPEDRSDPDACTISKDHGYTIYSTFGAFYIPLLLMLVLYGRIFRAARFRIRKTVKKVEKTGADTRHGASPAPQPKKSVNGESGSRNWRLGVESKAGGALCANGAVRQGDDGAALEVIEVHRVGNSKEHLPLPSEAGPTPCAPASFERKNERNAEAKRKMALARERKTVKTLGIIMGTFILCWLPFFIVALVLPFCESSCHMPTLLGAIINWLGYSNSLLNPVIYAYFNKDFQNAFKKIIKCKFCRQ
DUSP1 inh: human dual specificity phosphatase 1 inhibition | P28562 | recombinant MKP-1, OMFP hydrolysis fluorescence | inhibition, %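 (compounds tested at a single concentration somewhere between 10 and 100 µM)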 | 65,000 tested, 0.15% active | AID 374;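 active = inhibition above about 50%, limit read from the data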;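 note: 0% = DMSO max control wells and 100% = wells with enzyme stopped by NaOH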
Target sequence (P28562 whole entry, looked up): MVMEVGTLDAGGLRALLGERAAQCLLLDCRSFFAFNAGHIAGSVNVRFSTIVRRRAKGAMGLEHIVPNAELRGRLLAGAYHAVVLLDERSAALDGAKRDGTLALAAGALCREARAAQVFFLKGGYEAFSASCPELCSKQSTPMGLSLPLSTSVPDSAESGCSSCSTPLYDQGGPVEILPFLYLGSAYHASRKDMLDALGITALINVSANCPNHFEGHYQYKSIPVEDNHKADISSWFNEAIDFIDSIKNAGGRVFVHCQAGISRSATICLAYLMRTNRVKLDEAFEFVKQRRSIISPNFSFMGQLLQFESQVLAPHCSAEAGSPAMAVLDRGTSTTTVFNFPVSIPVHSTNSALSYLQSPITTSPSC
Hsp90 block: displaces geldanamycin probe from tumor Hsp90; inhibition, % at 30 µM; P07900; NCI-N417 lysate Hsp90, Cy3B-geldanamycin FP displacement; AID 429; 64,000 tested, 0.35% active;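 active = inhibition above 50%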;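 note: 0% = tracer plus lysate wells and 100% = tracer alone without lysate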
CatG inh: cathepsin G (human) inhibition; P08311; purified enzyme, AMC-tetrapeptide fluorescence, pooled mixtures; inhibition, % at 5 µM (by protocol); 62,000 tested, 0.2% active;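 active = inhibition above 20% in each of the two mixture wells holding the compound; inactive = inhibition of 20% or less in either well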;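 note: 0% = enzyme control without mixture and 100% = blank lacking enzyme; strong numbers were not always called active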
FXIa inh mix: factor XIa (human) inhibition, mixture screen | P03951 | purified FXIa, fluorogenic substrate, pooled mixtures | inhibition, % at 5 µM | 62,000 tested, 0.19% active;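 note: each value is inhibition by a whole ten-compound pool holding the compound; 0% = enzyme with no mixture and 100% = wells lacking enzyme; strong numbers were not always called active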
Cdc25B inh: inhibitors of human Cdc25B phosphatase. P30305. inhibition, %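 (compounds tested at 10 µM final in the well)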. 65,000 tested, 0.1% active. recombinant Cdc25B, OMFP fluorescence Ex485/Em525; in the data active = inhibition above about 50%
C1s block: human complement C1s inhibition. 62,000 tested, 0.16% active. AID 538. P09871. mean inhibition % of two 10-compound mixtures (stronger effect = higher value), % at 5 µM (by protocol). purified C1s, fluorogenic AMC substrate, pooled mixtures;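 active = inhibition above 20% in each of the two 10-compound mixture wells holding the compound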;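 note: 0% = enzyme wells lacking compound mixture and 100% = no-enzyme blank wells; some compounds called inactive have numbers as strong as hits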
CatL inh: blocks human cathepsin L protease activity; P07711; purified cathepsin L, fluorogenic substrate, fluorescence; inhibition, %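 (tested at 10 µM)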; 58,000 tested, 0.17% active; AID 460; in the data active = inhibition above about 45%;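 note: 0% = enzyme with no compound and 100% = no enzyme blank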
Target sequence (P07711 114-288 limits assumed): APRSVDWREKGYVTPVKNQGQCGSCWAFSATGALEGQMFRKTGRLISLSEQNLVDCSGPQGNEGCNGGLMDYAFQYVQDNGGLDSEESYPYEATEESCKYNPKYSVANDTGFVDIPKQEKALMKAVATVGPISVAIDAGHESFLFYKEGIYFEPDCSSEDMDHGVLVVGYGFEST
Target sequence (P07711 292-333 limits assumed): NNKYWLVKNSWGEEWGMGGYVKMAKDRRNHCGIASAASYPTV
The depositor's hits bear a star; nt = no result given. Cut-off read from the data, not from the text of the source, unless noted: active = inhibition above about 20% (passing the limit was not always enough); inactive = the rest.

SMILES | FXIIa mix inh | 5HT1a ag | DUSP1 inh | Hsp90 block | CatG inh | FXIa inh mix | Cdc25B inh | C1s block | CatL inh
COc1cccc(C2N(c3ccccn3)C(=O)C3CCCN32)c1OC (configuration not stated) | 6.0 | -1.2 | -2.0 | -0.1 | 10.1 | 1.5 | 3.2 | 7.1 | -1.3
O=C(Nc1ccc(F)cc1)c1cccnc1N1CCOCC1 | 1.5 | 0.7 | 23.1 | -4.2 | 12.6 | 3.1 | 0.4 | 16.3 | 8.7
Cc1ccc(CN2C(=O)CCC2C(=O)N2CCN(c3ccc(F)cc3)CC2)cc1 (configuration not stated) | -15.9 | -0.8 | 11.8 | -2.5 | 1.5 | 0.3 | -3.9 | 6.0 | 28.9
Cc1ccc(C)c(NC(=O)CSc2nnc(CCCCCNC(=O)OC(C)(C)C)o2)c1 | 0.3 | -1.3 | -7.7 | -9.2 | 1.1 | 1.7 | 0.9 | -4.4 | 22.8
CCCC(=O)NCCCc1nc2ccccc2n1C(C)C | -6.9 | -0.5 | 4.7 | -3.9 | 4.2 | 9.9 | -38.9 | 2.1 | -1.9
O=C(Nc1ccccc1Cl)N1CCN(c2ccc3nnc(-c4ccccc4)n3n2)CC1 | 1.0 | 2.8 | 28.9 | -2.4 | 6.9 | 0.5 | -2.5 | -6.8 | nt
Cc1ccc(-c2cc(C(=O)N3CCOCC3)c3ccccc3n2)cc1 | 4.8 | -0.2 | 9.4 | -1.7 | 13.0 | 3.2 | 0.7 | 7.6 | 15.9
Cc1c(/N=C/c2ccco2)n(Cc2ccccc2)c2ccccc12 | 0.0 | 0.2 | 6.0 | 0.1 | -1.8 | -0.1 | 0.9 | -31.5 | 2.4
O=P(c1ccccc1)(c1ccccc1)C1CCCO1 (configuration not stated) | 7.4 | 0.8 | -0.2 | -2.9 | 8.5 | -5.9 | 0.4 | -1.4 | 15.5
C[C@H](NC(=O)Nc1cccc(C(F)(F)F)c1)C(=O)O | 0.2 | -1.5 | -20.7 | -4.1 | 3.0 | 4.0 | -5.2 | -16.5 | 2.9
CCOC(=O)N1CCN(C(=O)CSc2nnc(COc3ccccc3)o2)CC1 | -2.3 | -0.5 | -12.7 | 1.9 | -12.4 | 0.0 | 1.0 | -9.7 | 9.7
Cc1ccccc1OC(=O)CCC(=O)OCCCC(F)(F)C(F)(F)F | -20.5 | 0.3 | 11.0 | 0.4 | -0.4 | -2.7 | -7.3 | -7.2 | 10.5
COc1ccc(Cl)cc1NC(=O)CN1C(=O)CSC1=O | 2.0 | -3.3 | -0.8 | 0.1 | -7.0 | 0.0 | -3.2 | -25.0 | 13.2
Cc1cc(-c2nnc(SCc3ccccn3)o2)no1 | 9.1 | -1.7 | -7.5 | -3.0 | 11.5 | 15.5 | -5.3 | 12.3 | 7.8
O=C(NCCCN1CCOCC1)C1(c2ccccc2)CCCC1 | -23.8 | -5.5 | 3.7 | -6.8 | -16.2 | -9.5 | -18.9 | -27.6 | -15.2
O=C(CN1CCN(C(=O)c2ccccc2)CC1)Nc1ccc(Br)cn1 | 10.2 | -0.8 | -9.3 | -13.5 | -6.2 | 1.7 | 0.6 | -13.9 | 2.0
COc1cc(C)nc(OCCNS(=O)(=O)c2cc(C)ccc2C)n1 | 3.2 | 1.8 | -15.5 | -0.9 | -2.6 | -1.9 | 3.6 | -3.9 | 13.4
O=c1c2c(nc3nc(Cc4ccccc4)[nH]n13)CCC2 | -1.1 | 0.3 | -5.2 | -5.2 | 10.4 | 11.3 | 6.6 | 13.8 | 11.5
Cc1cccn2c(=O)c(C=Nc3ccc(Cl)cc3)c(NCCO)nc12 | nt | -2.1 | 26.9 | -1.0 | nt | nt | 13.8 | nt | nt
CC1(C)CC(=O)C(C=NCCN2CCN(C(=O)NC34CC5CC(CC(C5)C3)C4)CC2)=C(O)C1 | 16.1 | 1.9 | 13.0 | nt | 0.1 | 3.5 | -12.0 | 3.4 | 11.0
Cc1[nH]c2ccccc2c1Cc1nnc(SCC(=O)NCc2ccco2)o1 | 12.5 | 1.4 | 4.2 | -1.1 | -15.9 | 0.1 | -9.5 | -24.1 | 2.4
COCCCNC(=O)CCn1c(=O)c2ccccc2n(CC(=O)Nc2ccccc2C)c1=O | -31.4 | -1.3 | 3.4 | -5.5 | -1.2 | 2.7 | 0.7 | 3.4 | -0.4
CCCCCCC(=O)N(O)C1CC(=O)N(c2ccc(Br)cc2)C1=O (configuration not stated) | 1.2 | -4.8 | -18.9 | -2.6 | 1.7 | -10.6 | 1.6 | -57.9 | -10.7
CCOc1ccc2nc(NC(=O)CS(=O)(=O)c3ccccc3)sc2c1 | 15.1 | 1.0 | 6.0 | -2.3 | 7.5 | -1.7 | -6.6 | 3.0 | 1.1
CCOC(=O)c1sc(NC(=O)C2CCCO2)c(C(=O)OCC)c1C (configuration not stated) | 5.8 | -3.0 | 3.6 | -6.5 | 8.2 | -9.5 | 0.0 | -13.1 | -15.6

Next part.
SMILES | FXIIa mix inh | 5HT1a ag | DUSP1 inh | Hsp90 block | CatG inh | FXIa inh mix | Cdc25B inh | C1s block | CatL inh
COc1ccc(NC(=O)COC(=O)c2ccc(Br)o2)cc1OC | -1.6 | -2.9 | 6.3 | -1.1 | 8.3 | 7.2 | -10.7 | -10.0 | -5.0
CCc1nccn1S(=O)(=O)c1ccc(OC)c(OC)c1 | 7.6 | -1.6 | -1.1 | -0.5 | 6.8 | 8.8 | -14.9 | 11.4 | 2.9
CS(=O)(=O)N1CCN(Cc2ccccc2C(F)(F)F)CC1 | 0.5 | 1.4 | 5.9 | -2.9 | -2.4 | -5.0 | -21.2 | -20.7 | nt
CN1CCOc2cc(S(=O)(=O)Nc3ccc(F)cc3)ccc21 | 4.8 | 0.5 | -1.4 | 1.4 | 13.4 | 2.0 | -17.9 | 12.8 | 8.6
COCCCNC(=O)CCC(=O)Nc1ccc2nc(N3CCOCC3)cc(C)c2c1 | 2.5 | -2.4 | -5.3 | -3.7 | -13.8 | 0.4 | -9.2 | -32.6 | 4.6
COc1cccc(NC(=O)CSc2nc3ccccc3c(=O)n2CCCC(=O)N2CCCC2)c1 | -17.0 | 1.4 | 24.5 | -0.7 | 8.1 | -2.1 | -22.4 | 2.3 | -3.0
O=C(c1ccc(S(=O)(=O)N2CCC(c3nc4ccccc4s3)CC2)cc1)N1CCOCC1 | 4.3 | -1.1 | 10.3 | 3.9 | 1.4 | -2.2 | -6.4 | -13.2 | 4.5
COC(=O)c1cccnc1-n1c(=O)c2cccnc2n(Cc2cccc(OC)c2)c1=O | -0.3 | -0.9 | -0.5 | -5.0 | 10.3 | 9.3 | -8.5 | 15.5 | 4.8
COc1ccc(C(=O)Cn2nnc(-c3cccs3)n2)cc1 | -13.2 | -1.7 | 5.6 | 2.6 | 13.1 | 0.0 | -4.2 | 12.0 | -1.9
Cc1oc(/N=C/c2ccc3c(c2)OCO3)c(C#N)c1C | -6.5 | -0.6 | 14.3 | -1.7 | -3.0 | 6.5 | -4.8 | -17.4 | 4.6
Cc1noc(C)c1CSc1ncnc2ccccc12 | 13.0 | 1.8 | 9.1 | -3.3 | 0.9 | 10.2 | 4.7 | -2.6 | 10.6
COc1ccc2c(c1)OC13CCN(C)CC1C2C(C(=O)c1ccc(F)cc1)C(=O)N3 (configuration not stated) | 3.3 | 0.0 | 5.7 | -4.3 | 24.0 | 24.9 | -12.1 | 35.6 | nt
Cc1cccc(C)c1NC(=O)Cn1c(=O)n(CCC(=O)NCc2ccco2)c(=O)c2sccc21 | 7.0 | -0.8 | 2.7 | -3.8 | 12.1 | 3.2 | -7.6 | 14.1 | 26.1
Cc1cc(N2CCCC2)n2nc(C)nc2n1 | 2.1 | 3.3 | -7.5 | 0.1 | 12.0 | 2.0 | -12.9 | 15.5 | nt
c1ccc(-c2nc3nonc3c3nc4ccccc4n23)cc1 | 2.5 | -0.4 | 0.0 | -0.1 | 11.3 | -0.7 | -11.4 | -1.4 | -29.9
CC1CCCN(C(=O)C(Cc2ccccc2)n2cccc2)C1 (configuration not stated) | -14.9 | -1.8 | 12.5 | -5.1 | -6.0 | 11.1 | -31.8 | -5.1 | nt
COc1ccc(OC)c(C2/C(=C(/O)c3ccc(C)cc3)C(=O)C(=O)N2Cc2ccco2)c1 (configuration not stated) | nt | 1.3 | 27.9 | -2.3 | nt | nt | 13.1 | nt | 5.7
COc1ccc(Cl)cc1NC(=O)CSc1nnc(Cc2cccn2C)n1-c1ccc(F)cc1 | 2.5 | 1.0 | 11.0 | -1.0 | -0.8 | 5.5 | -11.6 | 2.6 | 4.4
CCOC(=O)c1ccc2ncc(C(=O)OCC)c(NCCN(C)C)c2c1 | -14.9 | -1.6 | -9.4 | -2.5 | 9.1 | 7.4 | -10.2 | 6.3 | -9.5
O=C(CN1CCOCC1)Nc1ncccn1 | 3.2 | nt | 1.8 | nt | -4.0 | 4.4 | -3.9 | 2.2 | 7.7
COc1cccc(C(=O)N2CCN(C(=O)c3cccc(F)c3)CC2)c1 | 3.3 | -0.7 | -8.2 | 0.4 | 7.6 | 0.5 | -6.4 | 3.6 | -0.6
CCn1c(N2CCN(CC(=O)c3c[nH]c4ccccc34)CC2)nc2c1c(=O)[nH]c(=O)n2C | 4.5 | -0.3 | 13.4 | -9.0 | -7.9 | 5.8 | 2.8 | -19.0 | 3.1
COc1cc2nc(=S)n3[nH]c(CCn4nc(C)cc4C)nc3c2cc1OC | 11.5 | -1.1 | 10.4 | -2.9 | -3.0 | 2.5 | -8.7 | -5.8 | 13.9
Cc1cc(Cl)c(S(=O)(=O)NC(C(=O)O)c2ccccc2)cc1OCC(N)=O (configuration not stated) | 1.3 | 1.5 | 1.8 | -1.7 | 5.5 | -3.1 | -6.3 | -10.7 | -25.6
O=C1Nc2ccccc2C12OCCCCO2 | 4.9 | -0.7 | 23.2 | -4.4 | -1.7 | -1.1 | -16.5 | -2.8 | 28.5

Next section.
SMILES | FXIIa mix inh | 5HT1a ag | DUSP1 inh | Hsp90 block | CatG inh | FXIa inh mix | Cdc25B inh | C1s block | CatL inh
Cc1ccc2c(c1)nnn2C1CCN(CC(=O)N2c3ccccc3CC2C)CC1 (configuration not stated) | 9.9 | -2.6 | 3.8 | -1.5 | 11.0 | 7.0 | -14.8 | 15.0 | 4.1
CCCNS(=O)(=O)c1ccc(CCC(=O)NCc2cccnc2)cc1 | -1.4 | 0.5 | -4.3 | -5.1 | 9.3 | 7.0 | -11.0 | 13.3 | 1.8
CCOC(=O)N1CCN(C(=O)C(CC)n2nc(C)c3sc4ccccc4c3c2=O)CC1 (configuration not stated) | 12.9 | -2.1 | 8.8 | 0.5 | 10.0 | 6.4 | 11.2 | 9.3 | 11.1
CCC(C(=O)N1CCN(c2ccccn2)CC1)n1nc(C)n2c(cc3occc32)c1=O (configuration not stated) | -16.0 | -0.5 | 1.1 | -1.2 | -5.1 | 11.6 | -3.1 | -31.7 | 9.2
O=C(O)CCc1ccc(-c2ccc(Br)cc2)n1CC(=O)O | 4.5 | 0.1 | 4.8 | -6.0 | 7.0 | 9.6 | 5.8 | 23.8 | 8.2
COC(=O)c1cc(-c2c[nH]c3ccccc23)n[nH]1 | -18.7 | 1.4 | 22.3 | -0.8 | -7.5 | 2.3 | 1.6 | -33.5 | 11.6

Reformatted with tabs: entries from further up.
Structure	FXIIa mix inh	5HT1a ag	DUSP1 inh	Hsp90 block	CatG inh	FXIa inh mix	Cdc25B inh	C1s block	CatL inh
Cc1ccc2c(c1)nnn2C1CCN(CC(=O)N2c3ccccc3CC2C)CC1 (configuration not stated)	9.9	-2.6	3.8	-1.5	11.0	7.0	-14.8	15.0	4.1
CCCNS(=O)(=O)c1ccc(CCC(=O)NCc2cccnc2)cc1	-1.4	0.5	-4.3	-5.1	9.3	7.0	-11.0	13.3	1.8
CCOC(=O)N1CCN(C(=O)C(CC)n2nc(C)c3sc4ccccc4c3c2=O)CC1 (configuration not stated)	12.9	-2.1	8.8	0.5	10.0	6.4	11.2	9.3	11.1

Hits appear at their usual frequency; 1.6% or so of the library scored in one or more.
